Source: PubChem (National Center for Advancing Translational Sciences (NCATS))
3T3 cytotox = NIH 3T3 cell cytotoxicity. NIH 3T3 viability, CellTiter-Glo ATP luminescence, 48-72 h. Potency, µM (highest dose often 96.7 µM), inactives show at the highest dose activity change, negative = cytotoxicity, hits mostly inhibitors. AID 1345082. hit rate 4.3% among 94,000; also: potency is read from the fitted curve at half-maximal effect; nearly all actives have a fitted effect of over 55% in size
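Cells were seeded at 400 per well, treated with pin-transferred compound, and kept 48 or 72 hr at 37 °C before CellTiter-Glo addition and luminescence imaging of cellular ATP.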
SNCA expr inhib = reduces expression of the alpha-synuclein gene; Potency, µM (top dose mostly 57.2 µM), without a hit: at the highest dose activity change, negative = inhibition, most hits filed as inhibitors; hit rate 0.17% among 140,000; HEK-293 SNCA-luciferase knock-in, luminescence, 24 h;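 also: potency is read from the fitted curve at half-maximal effect; plate controls were DMSO cells for no effect and cell-free wells for full effect; nearly all actives have a fitted effect of over 45% in size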
HEK cytotox = HEK 293 cell cytotoxicity; Potency, µM (titrated, usually from 115 µM), for the others: top-dose activity change, negative = cytotoxicity, hits mostly inhibitors; HEK 293 viability, ATP luminescence (CellTiter-Glo), 48-72 h; hit rate 6.6% among 94,000; also: potency is read from the fitted curve at half-maximal effect; nearly all actives have a fitted effect of over 60% in size
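Read-out: CellTiter-Glo ATP luminescence. Cells: HEK 293, 250 cells/well. Exposure: 48 or 72 hr, 37 degree Celsius.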
SNCA viab count = reduces viability of HEK-293 SNCA reporter cells | HEK-293-SNCA-luc viability, GF-AFC fluorescence, 24 h | Potency, µM (doses to about 57.1 µM), without a hit: at the highest dose activity change, negative = cytotoxicity, usual class: cytotoxic | hit rate 0.12% among 150,000 | AID 1671193;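 also: potency is read from the fitted curve at half-maximal effect; 0% = DMSO-treated cells and -100% = medium-only wells without cells; nearly all actives have a fitted effect of over 30% in size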
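Cytotoxicity counterscreen: after 24 h compound treatment of genome-edited SNCA-luciferase HEK-293 cells, live-cell protease substrate GF-AFC read by fluorescence after 30 min; activity scaled between DMSO (0%) and medium-only (-100%), curves Hill-fitted.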
GPT2 inh = blocks human glutamate pyruvate transaminase 2 | Recombinant GPT2, coupled pyruvate oxidase/HRP Amplex Red fluorescence | Potency, µM (titrated, usually from 57.7 µM), for inactives: top-dose activity change, negative = inhibition, usual class: inhibitors | hit rate 0.25% among 100,000; also: potency is read from the fitted curve at half-maximal effect; nearly all actives have a fitted effect of over 60% in size; many of its hits are not listed in these tables
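Fluorescence of coupled pyruvate oxidase/HRP/Amplex Red system (50uM Amplex, 30 min, dark) reports pyruvate formed by GPT2. Enzyme reaction: 10ng/uL GPT2, 2mM L-alanine, 250uM a-KG, 30 min room temperature, pH 7.5; 50uM AOA control.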
IP6K1 inh = IP6K1 kinase inhibition. Q92551. IP6K1 kinase, ADP-Glo luminescence, 2 h; active compounds read low. activity change, % (series mostly up to about 58 µM). hit rate 0.81% among 140,000. AID 1645851; in the data active = activity change below about -25%
Target sequence (Q92551 whole entry, looked up): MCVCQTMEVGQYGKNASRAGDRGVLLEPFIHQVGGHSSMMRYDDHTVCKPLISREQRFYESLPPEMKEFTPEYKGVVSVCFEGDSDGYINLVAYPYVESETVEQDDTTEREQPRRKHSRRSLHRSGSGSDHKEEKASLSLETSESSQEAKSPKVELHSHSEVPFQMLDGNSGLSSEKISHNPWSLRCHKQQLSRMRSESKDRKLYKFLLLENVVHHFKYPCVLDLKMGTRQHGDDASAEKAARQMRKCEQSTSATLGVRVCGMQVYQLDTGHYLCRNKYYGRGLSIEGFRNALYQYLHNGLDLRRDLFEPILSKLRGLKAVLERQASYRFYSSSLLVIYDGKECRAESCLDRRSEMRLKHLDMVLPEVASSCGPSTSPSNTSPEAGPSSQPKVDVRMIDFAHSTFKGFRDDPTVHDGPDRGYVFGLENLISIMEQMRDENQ
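ADP-Glo luminescence measures ADP made by human IP6K1 during a 2 h RT reaction with ATP/IP6 (mix at 1.3 mM/130 uM); top library doses 57.5 and 19.1 uM final.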
FLuc inh = inhibitors of firefly (Photinus pyralis) luciferase | P08659 | purified P. pyralis luciferase, luminescence, biochemical | Potency, µM (series often up to 115 µM), without a hit: at the top dose activity change, negative = inhibition, most hits filed as inhibitors | hit rate 2.5% among 76,000; also: potency is read from the fitted curve at half-maximal effect; nearly all actives have a fitted effect of over 65% in size
Target sequence (P08659 whole entry, looked up): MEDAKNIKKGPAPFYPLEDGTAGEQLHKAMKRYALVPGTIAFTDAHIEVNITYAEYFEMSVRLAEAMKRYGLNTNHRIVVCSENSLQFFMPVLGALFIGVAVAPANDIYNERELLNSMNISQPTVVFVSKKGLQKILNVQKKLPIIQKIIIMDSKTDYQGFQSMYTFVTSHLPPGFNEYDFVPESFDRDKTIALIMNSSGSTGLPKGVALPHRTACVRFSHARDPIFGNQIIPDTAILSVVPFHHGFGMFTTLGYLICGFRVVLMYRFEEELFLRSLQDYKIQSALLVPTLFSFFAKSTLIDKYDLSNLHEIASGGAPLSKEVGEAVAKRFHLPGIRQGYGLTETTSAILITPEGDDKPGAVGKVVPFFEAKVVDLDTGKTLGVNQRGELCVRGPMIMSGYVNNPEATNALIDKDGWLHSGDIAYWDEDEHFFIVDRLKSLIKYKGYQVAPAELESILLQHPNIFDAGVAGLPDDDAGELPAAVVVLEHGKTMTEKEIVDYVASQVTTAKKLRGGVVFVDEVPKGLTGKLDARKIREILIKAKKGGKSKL
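Purified 10nM P. pyralis luciferase with 10uM D-luciferin and 10uM ATP in 50mM Tris acetate pH 7.5, 10mM Mg acetate, 0.01% Tween-20, 0.05% BSA. qHTS titration; luminescence read by CCD imager.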
Starred values were filed as active, the others as inactive; i = inactive; u = inconclusive; x = not tested or not shown; [ ] = dose if it differs, or a comment. Unless noted, calls follow the shape of the dose curve; as a rule, active = well fitted curve in the direction sought with a large enough effect; inconclusive = small, poorly fitted or top-dose-only effect, or another doubt; inactive = no such curve, though single readings can be large; an effect the other way counts as inactive or inconclusive. Unless noted, % is scaled to controls: 0 for no effect and ±100 for the full control effect. An excerpt. The share of hits here may be higher or lower than overall.

SMILES	3T3 cytotox	SNCA expr inhib	HEK cytotox	SNCA viab count	GPT2 inh	IP6K1 inh	FLuc inh
CCOc1ccccc1C1NC(=O)N(CC(=O)Nc2cccc(C#N)c2)C2=C1C(=O)OC2 (stereo not given)	-7%	-24%	-3%	8%	i	2	-2%
COc1ccc(Cc2ncc3c(n2)CN(C(=O)c2ccc(F)c(C)c2)C3)cc1	u	16%	u	6%	-21%[11.5 µM]	6	-1%
COCCCn1c(=O)c(C(=O)N2CCN(C(=O)c3ccc(OC)cc3)CC2)nc2cccnc21	-18%	20%	-1%	3%	4%	-7	x
COc1ccc(CNC(=O)NCC(=O)N2CCCCCCNC(=O)CC2c2ccccc2)cc1 (stereo not given)	-13%	-12%	-4%	0%	-8%	0	-4%
COc1ccc(CN2C(=O)[C@@H]3C[C@@H](CN3C3CCC3)Oc3ccccc32)cc1	32µM*	-21%[87.6 µM]	u	u	i	-8	-14%[172 µM]
CC(C)NC(=O)C1(CCO)CC12CCOCC2 (stereo not given)	-1%	5%	i	0%	i	2	-8%
CCCCN1C(=O)c2ccccc2C(C(=O)NCCC)C12CCCCC2 (stereo not given)	-7%	-26%	u	-11%	-24%	0	5%
COc1ccc(-c2cn3c(n2)CO[C@@H](CNS(C)(=O)=O)C3)cc1	-4%[138 µM]	31%[activator][87.6 µM]	-5%[172 µM]	-7%[87.6 µM]	0%[88.5 µM]	-9	56µM*
COc1ccc(Cn2ccc3nc(C)c(C(=O)N4CCN(c5ccccc5OC)CC4)cc3c2=O)cc1	x	u	x	7%	x	-9	x
COCC1CN(C(C)=O)CC12CCN(C(=O)c1ccsc1)CC2 (stereo not given)	-14%	13%	-27%	5%	i	-2	-16%
O=C(NCc1ccccc1Cl)C1CN(C2CCCCC2)C(=O)N1 (stereo not given)	-24%[138 µM]	1%[87.6 µM]	-6%[172 µM]	-7%[12.5 µM]	-6%[88.5 µM]	6	x
COc1cc(OC)c(C(=O)N2CCC3(CC2)[C@H](O)C[C@@H]3OC)cc1OC	-1%	5%	-15%	-3%	u	5	0%
Cc1nccn1CC1(CNc2ccncn2)CC1	5%	-14%	-12%	-1%	i	15	4%
O=C(CSc1nnc(COc2ccccc2)o1)Nc1cc(C(F)(F)F)ccc1Cl	x	-13%	x	-2%	x	-5	x
Cc1ccc(C(=O)N2CCC(n3cc(-c4nc(-c5ccccc5)no4)nn3)CC2)cc1	-17%	65%[activator]	u	-1%	4%	-1	-13%
COc1cccc(NC(=O)Cn2nnc(C(=O)NCCc3ccccc3)c2N)c1	x	52%[activator]	x	9%	x	26	x
COCC(=O)N1CCN(CC(=O)Nc2ccc(C)cc2)[C@H]2CS(=O)(=O)C[C@H]21	4%	0%	1%	-5%	3%	9	-6%
Cn1cc(CNCC2(COc3ccc(C(F)(F)F)cn3)C[C@@H](O)[C@@H](O)C2)cn1 (stereo not given in full)	-15%	-25%	-28%	4%	i	-6	-5%
COc1cc(OC)c(NS(=O)(=O)c2ccc3c(c2)CCCN3C(C)=O)cc1Cl	x	-2%	x	1%	x	-10	x
COc1ccc(-c2cccc(C(=O)NCCCc3ccccc3)c2)nn1	u	x	79µM*	x	x	6	x
COc1ccc(-n2ncc(C(=O)NCc3cccs3)c2C2CCN(C(=O)OC(C)(C)C)CC2)cc1	x	-18%	x	-10%	x	3	x
Cc1ccc(NC(=O)c2cn3cc(-c4ccccc4)sc3n2)cc1	-30%[138 µM]	-1%[87.6 µM]	-21%[172 µM]	u	i	5	x
CS(=O)(=O)c1ccc(CN2CCOC[C@H]2c2ncc(-c3ccc(Cl)cc3)[nH]2)cc1	u	-8%[87.6 µM]	-30%[172 µM]	-22%[87.6 µM]	i	-1	-13%[172 µM]
Cc1cccc(OCC(=O)N2CCC3(CC2)NC(=O)N(c2cccc(F)c2)N3)c1	u	-16%	u	-4%	-26%	2	0%

Compound profiles, from the list above. Screens in order: 3T3 cytotox | SNCA expr inhib | HEK cytotox | SNCA viab count | GPT2 inh | IP6K1 inh | FLuc inh
Entry for COc1ccc(Cn2ccc3nc(C)c(C(=O)N4CCN(c5ccccc5OC)CC4)cc3c2=O)cc1 = x | u | x | 7% | x | -9 | x
Entry for COc1ccc(Cc2ncc3c(n2)CN(C(=O)c2ccc(F)c(C)c2)C3)cc1 = u | 16% | u | 6% | -21%[11.5 µM] | 6 | -1%

Following part:
SMILES	3T3 cytotox	SNCA expr inhib	HEK cytotox	SNCA viab count	GPT2 inh	IP6K1 inh	FLuc inh
O=C(Cn1nc2c(cc1=O)CCCC2)Nc1nc(-c2ccccn2)cs1	-7%	19%	i	5%	2%	0	3%
Cc1cn(CCN2CCN(c3ccccc3-c3cc(C#N)cc(C(=O)NCCCN4CCCC4)c3)CC2)c2ccccc12	x	-14%	x	u	i	-21	x
O=C(COc1ccc(F)cc1)N1CCOc2ccc(N3CCOCC3)cc2C1	u	11%	u	-3%	4%	7	x
COc1ccc(NC(=O)CCN2CCN(c3cccc(Cl)c3)CC2)cc1	x	-2%	x	-3%	x	23	x
Cc1nc(CCN(C)C(=O)c2ccc3nc(Cc4ccccc4F)oc3c2)no1	-23%	14%	-7%	-2%	-11%[11.5 µM]	-4	-4%
Fc1ccc2c(c1)nc1n2[C@@H](CNC2CCOCC2)COC1	u	-10%[87.6 µM]	-28%[172 µM]	0%[87.6 µM]	u	-14	-1%[172 µM]
Cc1nc(CCNC(=O)NC2CCCCC2)no1	-10%	70%[activator]	2%	3%	4%	15	-18%
O=[S+]([O-])(Nc1ccccc1)c1ccc2c(c1)OCCN(Cc1cocn1)C2	-13%[138 µM]	-26%[87.6 µM]	u	4%[87.6 µM]	-1%[88.5 µM]	-1	10%[172 µM]
CO[C@H]1C(=O)N(C2CCN(C(=O)c3cccc(C#N)c3)CC2)[C@H]1c1ccncc1	-5%	-7%	i	0%	i	27	6%
COCC(=O)N1CCC[C@@H]1C(=O)N1CCC(N2CCOC2=O)CC1	i	19%[87.6 µM]	4%[172 µM]	1%[87.6 µM]	i	-5	x
COc1ccc(C[C@H](NC(=O)C2=C[C@@H](NC(=O)CC3(CC(=O)O)CCCC3)[C@@H](O)[C@H](O)C2)C(N)=O)cc1	-2%	-6%	-1%	-1%	-3%	14	1%
CCc1cccc(NC(=O)Cn2c(-c3ccc(Cl)cc3)nc(C)c(CCO)c2=O)c1	-23%	9%	u	-1%	u	-4	4%

Molecules from the list above with a thiophene ring, fused or not (two):
SMILES	3T3 cytotox	SNCA expr inhib	HEK cytotox	SNCA viab count	GPT2 inh	IP6K1 inh	FLuc inh
COCC1CN(C(C)=O)CC12CCN(C(=O)c1ccsc1)CC2 (stereo not given)	-14%	13%	-27%	5%	i	-2	-16%
COc1ccc(-n2ncc(C(=O)NCc3cccs3)c2C2CCN(C(=O)OC(C)(C)C)CC2)cc1	x	-18%	x	-10%	x	3	x

The list goes on.
SMILES	3T3 cytotox	SNCA expr inhib	HEK cytotox	SNCA viab count	GPT2 inh	IP6K1 inh	FLuc inh
CC(C)N1C(=O)C2(CCCCC2)C1C(=O)NC1CCCC1 (stereo not given)	-12%	-13%	-20%	-1%	2%	0	-6%
COc1ccc2c(c1)C=C(CN1CCCC(O)(CN(C)C)C1)CO2 (stereo not given)	-15%	20%	u	2%	u	6	8%
Cc1cc(C)nc(NS(=O)(=O)c2ccc(NC(=O)c3ccccc3O)cc2)n1	x	11%	x	u	x	-18	x
COc1ccc(NC(=O)CN2C(=O)NC3(CCS(=O)(=O)CC3)C2=O)cc1Cl	i	37%	-1%	9%	i	8	0%
Cc1ccc(S(=O)(=O)c2nnn3c2nc(NC2CCCC2)c2ccccc23)cc1	i	4%	i	7%	-12%	-3	x
CN(Cc1ccc(-c2ccccc2)cc1)Cc1ccccn1	u	94%[activator][87.6 µM]	50µM*	5%[87.6 µM]	i	2	50µM*
COCCNC(=O)C1COC2(CCN(C(=O)c3ccc(F)cc3)CC2)N1C(=O)c1ccccc1 (stereo not given)	i	-24%	i	2%	3%	-4	2%
CCCC(=O)C1(c2ccccc2)CCN(C(=O)[C@@H](Cc2ccc(OC)cc2)NC(=O)[C@@H](N)Cc2cncn2C)CC1	x	x	x	-37%	5%	-9	x
COc1ccccc1CNC[C@H]1Cn2c(-c3ccccc3)cnc2CO1	-27%[138 µM]	-4%[87.6 µM]	u	-18%[87.6 µM]	-18%[88.5 µM]	17	-3%[172 µM]
CCC(CC)NCc1cccnc1Oc1ccccc1	-9%	12%	-11%	2%	i	0	0%
CS(=O)(=O)N(C1CCOCC1)C1CN(C(=O)Nc2ccccc2F)C1	-15%	-1%	-8%	6%	i	-10	-10%
Cc1nn2cc(CCNC(=O)C3NCCc4[nH]cnc43)nc2s1 (stereo not given)	1%	5%	i	1%	-16%	5	-11%
O=C(c1n[nH]c2ccccc12)N1CCC(c2nc(CCOCC3CCOCC3)no2)C1 (stereo not given)	-23%	0%	u	-3%[12.5 µM]	i	1	0%
CN(Cc1ccncc1)C1CCOc2ccccc21 (stereo not given)	u	20%[87.6 µM]	u	3%[87.6 µM]	i	-5	-2%[172 µM]
COc1ccc(-c2ccccc2C=O)cc1	-29%[174 µM]	-9%[87.6 µM]	u	-14%[87.6 µM]	-9%[88.5 µM]	-16	x
Cc1ccc2oc3c(c(=O)c2c1)C(c1ccc(OCC(N)=O)cc1)N(Cc1ccc2c(c1)OCO2)C3=O (stereo not given)	x	-3%	x	6%	x	5	x
Cc1noc(-c2ccn3c(CNC(=O)c4ccc(N(C)C)cc4)nnc3c2)n1	-13%	u	u	0%	i	4	3%
CN1C(=O)CCC2(CNC(=O)c3cnccn3)CCCC=C12 (stereo not given)	i	7%	i	7%	i	-17	0%
COc1ccc(-c2ccc3c(N)c(C(=O)Nc4ccc(C)cc4C)sc3n2)cc1OC	x	2%	x	u	x	-4	x
CNC(=O)N1CCC(C2CCN(C(=O)NCCCOC)C2)CC1 (stereo not given)	-5%	7%	-1%	6%	-25%	11	-13%
COc1ccc(NC(=O)N2C[C@@H](F)C[C@H]2C(=O)N2CCCCC2)cc1	-3%	-2%	4%	-2%	3%	-1	-2%
CC(C)CCNC(=O)CN1C(=O)c2cccnc2Sc2ccccc21	x	24%	x	-1%	x	5	x
CC(C)(C)C(=O)N1CCC(C(=O)N2CCCC2c2nc3ccncc3[nH]2)CC1 (stereo not given)	-18%	-2%	-16%	3%	4%	-4	x
CCCCc1ncc(-c2c(-c3ccccc3)ncn2CCCn2ccnc2)[nH]1	-15%	u	-12%	-20%	u	35	1%
CN(C)[C@@H]1CN(C(=O)C2CCCC2)CC[C@@H]1CO	3%	u	-15%	-2%[12.5 µM]	-14%	8	2%
COc1ccc(-c2nn(C)c3sc(C(=O)N4CCN(c5cc(Cl)ccc5C)CC4)cc23)cc1OC	x	28%	x	13%	x	11	x
CS(=O)(=O)Oc1ccc2c(NC(N)=O)c(C(=O)c3ccc(Cl)cc3Cl)oc2c1	x	-27%	x	-15%	-7%	x	x
CNC(=O)[C@@H]1C[C@H](n2cc(CNC(=O)Nc3ccc(Cl)cc3C)nn2)CN1	i	3%	i	10%	-10%	22	3%
